Compound activity (PubChem BioAssay)
aDG glyco up – alpha-DG glycosylation activation. Pro5-aDG cells, alpha-DG glycosylation AlphaScreen (IIH6); 0% Pro5, 100% B10-LARGE cell signal. activation, % at 10 µM. 0.22% of 360,000 active. AID 624168;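 active = activation of at least 8% versus controls, or a plate z-score of at least 8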;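 also: Pro5 are CHO cells carrying HIG-tagged alpha-DG that lacks glycosylation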
hiPSC survival – increases survival of single human iPS cells; AID 602274; hiPSC single-cell survival, ATPlite luminescence; 100% = ROCK inhibitor wells, 0% = DMSO; survival enhancement, % at 20 µM; 0.044% of 360,000 active; in the data active = survival enhancement above about 18%;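 also: cells exposed to compounds for 16 hours before the ATP read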
PDI inh – PDI (human) enzyme inhibition | P07237 | PDI insulin aggregation turbidity, A650, 90 min | inhibition, % at 10 µM | 0.052% of 350,000 active | AID 588391;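 active = mean inhibition across replicates of 30% or more, whatever share of single replicates reach that level; inconclusive = mean inhibition below 30% while every single replicate reaches 30%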;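 also: absorbance from insulin aggregation driven by PDI reduction with DTT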
Target sequence (P07237 whole entry, looked up): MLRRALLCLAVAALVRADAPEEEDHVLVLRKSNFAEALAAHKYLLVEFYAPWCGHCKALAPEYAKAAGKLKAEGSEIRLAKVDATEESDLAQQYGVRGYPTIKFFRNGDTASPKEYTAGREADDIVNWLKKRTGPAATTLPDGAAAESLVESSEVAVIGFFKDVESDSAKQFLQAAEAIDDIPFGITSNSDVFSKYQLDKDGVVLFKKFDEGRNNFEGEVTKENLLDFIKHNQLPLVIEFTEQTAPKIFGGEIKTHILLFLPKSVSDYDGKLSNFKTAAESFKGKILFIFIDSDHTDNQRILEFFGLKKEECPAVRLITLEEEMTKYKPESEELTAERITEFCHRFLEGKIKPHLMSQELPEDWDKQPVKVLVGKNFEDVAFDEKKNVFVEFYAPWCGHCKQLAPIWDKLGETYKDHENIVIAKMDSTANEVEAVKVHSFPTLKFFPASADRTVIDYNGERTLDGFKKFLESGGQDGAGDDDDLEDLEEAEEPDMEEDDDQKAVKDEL
CaV13 FRET inh – Primary screen for inhibitors of IQ motif and Ca2+-dependent inactivation inhibitor domain binding in CACNA1D, Förster resonance energy transfer in living cells, …; 0.098% of 340,000 active; inhibition, % at 12.3 µM; AID 743397; HEK cells, CFP/YFP FRET ICDI-IQ, plate reader, 10 min; percent FRET-ratio fall versus neutral wells;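 active = mean replicate inhibition of at least 30% and at least 1% of replicates passing that level; inconclusive = only one of the two criteria is met; inactive = neither criterion is met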;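 also: 0% = median of the neutral control wells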
HTR2A ag – agonists of mouse serotonin 5-HT2A receptor (HTR2A). activation, % at 7.6 µM. CHO-K1 mHTR2A beta-arrestin complementation, luminescence; percent of 30 µM serotonin response. 0.66% of 360,000 active;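 active = activation above a run cutoff, the mean activation of all tested compounds plus 3 SD, cut at about 14% in these data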;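 also: 0% = plate median of compound wells and 100% = 30 µM serotonin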
Target sequence (P35363 whole entry, looked up): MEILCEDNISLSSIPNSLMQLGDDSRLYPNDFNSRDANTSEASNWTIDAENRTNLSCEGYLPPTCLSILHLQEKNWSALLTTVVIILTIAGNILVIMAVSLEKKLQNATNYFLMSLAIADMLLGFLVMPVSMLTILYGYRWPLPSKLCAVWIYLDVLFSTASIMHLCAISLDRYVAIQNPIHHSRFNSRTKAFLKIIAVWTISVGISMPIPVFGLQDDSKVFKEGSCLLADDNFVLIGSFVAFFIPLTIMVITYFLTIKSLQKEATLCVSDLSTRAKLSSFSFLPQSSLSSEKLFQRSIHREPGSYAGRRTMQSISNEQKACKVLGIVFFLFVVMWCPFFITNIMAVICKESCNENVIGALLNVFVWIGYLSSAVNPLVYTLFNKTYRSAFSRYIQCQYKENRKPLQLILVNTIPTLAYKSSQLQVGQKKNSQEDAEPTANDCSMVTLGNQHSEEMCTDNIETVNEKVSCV
Cardio protect – modulators protecting cardiomyocytes from myocardial damage. protection from H2O2 cell death, % at 20 µM. 0.63% of 360,000 active. AID 588492. H9c2 cardiomyocytes, H2O2 injury protection, ATPLite, 2 h;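 active = compounds giving at least 50% protection of heart cells from peroxide-induced death in the single-dose screen, raw or plate-pattern-corrected value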;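 also: 0% = DMSO wells with peroxide and 100% = DMSO wells without peroxide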
ABCB6 inh 2 – blocks the human ABCB6 transporter; K562-ABCB6 porphyrin accumulation, flow cytometry, 1 h; stronger effect = lower value; fluorescence ratio to DMSO, % at 10 µM; 0.19% of 360,000 active;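 active = fluorescence ratio to DMSO below 75%, the collection mean minus 3 SD; inconclusive = too few cells collected in the well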;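 also: signal is porphyrin accumulated inside mitochondria; 100% equals median channel fluorescence of DMSO control wells; lower ratio means ABCB6 inhibition with less porphyrin fluorescence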
N-glyco inh – blocks N-linked glycosylation in D54 reporter cells; reporter increase, % at 12.5 µM; D54 ERlucT glycosylation luciferase reporter, 24 h; percent of 100 nM tunicamycin response; 0.23% of 360,000 active; AID 588692;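 active = mean luciferase reporter signal, scaled so untreated is 0 and the glycosylation-blocking control 100, at or above a set limit in every replicate; inconclusive = mean reaches the limit but not every replicate does; inactive = mean below the limit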;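 also: luciferase carries N-glycosylation sites so blocking glycosylation raises the light; 0% = median of neutral control wells and 100% = median of 100 nM tunicamycin wells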
Vif inh – inhibitors of HIV Vif. HEK293T cells, Vif self-association by quenched fluorescence, imaging, 24 h. inhibition, % at 7.49 µM. 0.35% of 340,000 active. AID 602346; in the data active = inhibition above about 50%, passing the limit was not always enough; inconclusive = no clear call, values can overlap the other calls; inactive = below about 31%; also: some results filed as inactive read as strong as hits
Granule exo inh – blocks lytic granule exocytosis | TALL-104 LAMP-1 surface exposure, flow cytometry; cells stimulated with thapsigargin and PMA | inhibition, % at 10 µM | 0.66% of 360,000 active | AID 651702;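 active = inhibition above about 55%, limit read from the data; inconclusive = no clear call, values can overlap the other calls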
An asterisk follows results filed as active; ? = inconclusive; nt = no result given.

SMILES	aDG glyco up	hiPSC survival	PDI inh	CaV13 FRET inh	HTR2A ag	Cardio protect	ABCB6 inh 2	N-glyco inh	Vif inh	Granule exo inh
CC(=O)Nc1cc(NC(C)=O)cc(C(=O)OC(C)C(=O)Nc2ccc(S(=O)(=O)N3CCCC3)cc2)c1 (centres undefined)	0.0	1.1	-4.7	-13.3	-3.6	0.0	101.0	0.9	-3.5	1.6
Cc1ccc(S(=O)(=O)N(CC(=O)NCCSCc2ccco2)c2cc(C)ccc2C)cc1	-0.3	0.7	-0.6	-5.0	-4.3	-3.8	98.0	-1.8	-8.9	51.6
COc1ccc(-n2nnnc2SCC(=O)NC(=O)Nc2ccc3c(c2)OCCO3)cc1	1.8	-0.6	4.4	nt	-1.6	22.0	104.0	-0.5	4.1	2.7
Cc1ccc(C)c(OC(C)C(=O)Nc2ccc(S(=O)(=O)Nc3nccs3)cc2)c1 (centres undefined)	-0.2	-0.2	-7.5	-7.0	-1.9	-3.3	98.0	-0.1	12.9	0.3
CCC(=O)N1CCc2cc(S(=O)(=O)CCC(=O)NCCc3ccccc3)ccc21	0.4	-2.3	3.6	-4.4	0.8	0.5	93.0	0.1	3.3	-0.7
O=c1/c(=C/c2ccc(O)c([N+](=O)[O-])c2)sc2nc3ccccc3n12	-0.3	-1.2	13.9	-3.9	0.0	-17.8	98.0	2.2	-1.6	70.4*
Cc1cc(/C=C(/C#N)c2nc3ccccc3[nH]2)c(C)n1-c1ccccc1C(=O)O	-0.3	0.5	-4.9	-0.8	-2.5	4.5	101.0	-0.8	-10.9	11.8
Cc1ccc2nc(-c3ccccn3)cc(C(=O)NC(C)C(C)(C)C)c2c1 (centres undefined)	2.2	-0.5	4.2	-2.0	2.2	7.7	100.0	-1.7	8.7	-8.8
COc1ccc(N(CC(=O)Nc2ccccc2F)S(=O)(=O)c2ccc(OC)c(OC)c2)cc1	-0.1	-0.4	2.1	-1.5	-1.9	10.6	97.0	-4.0	-3.6	-3.9
CCN(CCn1cccn1)C(=O)CC1C(=O)NCCN1Cc1ccc(F)cc1 (centres undefined)	-0.4	0.2	-0.6	-6.5	-0.9	-2.7	104.0	2.2	-0.1	1.5
CC(=O)c1ccc(N(C(=O)CNC(=O)c2ccco2)C(C(=O)NC2CCCC2)c2cccnc2)cc1 (centres undefined)	0.1	-0.5	9.4	-4.5	3.0	0.0	98.0	-2.1	4.3	-7.0
COc1ccc(NS(=O)(=O)c2csc(C(N)=O)c2)cc1	0.0	1.0	-3.0	-3.6	8.9	-3.6	98.0	1.2	4.9	-2.5
COc1ccc(-c2cc(C(=O)NC3CCCC3)c3ccccc3n2)cc1OC	0.0	-0.2	10.2	11.6	1.1	13.8	90.0	1.0	-12.0	-0.1
CCCCN(C(=O)CCC(=O)Nc1cc(C)on1)C(C(=O)NC1CCCC1)c1cccc(OC)c1 (centres undefined)	0.0	0.1	1.1	-3.1	14.4*	1.7	97.0	0.3	-8.5	-6.6
COc1cc(/C=C2\N=C(c3ccccc3)NNC2=O)cc(OC)c1OC	-0.2	-0.2	2.6	5.6	0.3	4.7	97.0	12.5	6.3	51.8
CCCCn1c(=NC(=O)c2ccco2)c(C(=O)OCC)cc2c(=O)n3ccccc3nc21	2.8	0.0	-2.7	5.2	-1.2	17.4	94.0	-1.3	8.0	-0.6
Cc1ccc(NCC(=O)Nc2cccc(F)c2)cc1S(=O)(=O)N1CCCCCC1	0.5	-0.3	10.4	-3.2	-2.8	-14.0	95.0	-4.6	-2.8	8.3
Cc1cc(=O)oc(C)c1C(=O)OC(C(=O)c1ccccc1)c1ccccc1 (centres undefined)	-0.1	2.9	5.2	-14.3	4.8	-8.0	97.0	2.4	5.0	0.6
CCCc1cc(=O)n2[nH]c(-c3ccc(OC)cc3)nc2n1	-0.3	7.9	15.1	nt	-2.0	8.1	89.0	-0.8	1.2	-1.7
Cc1ccc(CS(=O)(=O)Cc2ccc(C(=O)NCc3ccco3)o2)cc1	0.4	-1.8	1.5	-8.5	0.2	4.6	108.0	1.0	-8.2	-1.0
Fc1ccc2c(c1)Sc1ccc(Cl)cc1CC2N1CCN(CCC2OCCO2)CC1 (centres undefined)	0.5	-0.6	-6.4	-2.7	-8.2	0.2	99.0	-3.8	5.6	44.3
COc1cc2c(cc1OC)CN(C(=O)CCOc1ccccc1C)CC2	0.0	1.3	6.2	-2.6	0.1	-2.7	91.0	9.0	-0.5	-3.1
CC1=CC(C)(C)N(C(=O)c2ccccc2)c2ccccc21	-0.2	2.7	-3.6	-5.8	2.1	-7.0	95.0	-1.5	1.1	-1.4
COC(=O)[C@@]12C[C@@H](CC(=O)N3CCN(C(=O)C4CC4)CC3)C(=O)N(CCc3ccc(OC)c(OC)c3)C1=CCC(C)(C)C2	0.0	nt	nt	-10.3	1.8	nt	nt	nt	nt	-6.3
O=c1ccc(-c2ccc(S(=O)(=O)Nc3ccc(F)cc3)o2)n[nH]1	-0.2	0.3	-5.4	-7.0	2.3	5.3	102.0	0.2	1.7	-0.3

Full records as entered above. Order of screens: aDG glyco up | hiPSC survival | PDI inh | CaV13 FRET inh | HTR2A ag | Cardio protect | ABCB6 inh 2 | N-glyco inh | Vif inh | Granule exo inh
Cc1ccc(CS(=O)(=O)Cc2ccc(C(=O)NCc3ccco3)o2)cc1 in the list: 0.4 | -1.8 | 1.5 | -8.5 | 0.2 | 4.6 | 108.0 | 1.0 | -8.2 | -1.0
CCCCN(C(=O)CCC(=O)Nc1cc(C)on1)C(C(=O)NC1CCCC1)c1cccc(OC)c1 (centres undefined) in the list: 0.0 | 0.1 | 1.1 | -3.1 | 14.4* | 1.7 | 97.0 | 0.3 | -8.5 | -6.6
O=c1ccc(-c2ccc(S(=O)(=O)Nc3ccc(F)cc3)o2)n[nH]1 in the list: -0.2 | 0.3 | -5.4 | -7.0 | 2.3 | 5.3 | 102.0 | 0.2 | 1.7 | -0.3
CCC(=O)N1CCc2cc(S(=O)(=O)CCC(=O)NCCc3ccccc3)ccc21 in the list: 0.4 | -2.3 | 3.6 | -4.4 | 0.8 | 0.5 | 93.0 | 0.1 | 3.3 | -0.7

Next section.
SMILES	aDG glyco up	hiPSC survival	PDI inh	CaV13 FRET inh	HTR2A ag	Cardio protect	ABCB6 inh 2	N-glyco inh	Vif inh	Granule exo inh
COc1ccc(CC(=O)OCC(=O)Nc2ccc3c(c2)OCCO3)cc1OC	0.1	2.7	1.9	-4.6	-1.0	7.7	100.0	2.7	nt	-6.3
CC(C)CCNC(=O)CN(C(=O)CCC(=O)Nc1ccccn1)c1ccc2c(c1)OCO2	0.1	-2.1	7.0	-0.3	0.5	-15.6	100.0	-0.3	15.0	-1.3
CCCCC(C(=O)NC(C)(C)C)N(Cc1ccco1)C(=O)c1snc(C(N)=O)c1N (centres undefined)	0.0	-1.9	-2.7	nt	0.8	8.8	92.0	-3.3	9.2	0.6
CCCn1nnc(NC(=O)c2cccc(OCc3ccccc3)c2)n1	0.0	3.8	4.3	-4.1	-4.1	1.0	106.0	-2.9	nt	-1.0
CNC(=O)CN(Cc1ccccc1)S(=O)(=O)c1ccccc1	0.0	0.2	-0.7	-8.8	3.6	-6.4	100.0	0.9	12.1	6.7
Cc1cc(F)ccc1NC(=O)c1cc(S(=O)(=O)N2CCCC2)cn1C	-0.2	1.3	nt	-9.8	5.0	1.3	92.0	-0.6	3.6	3.4
Cc1ccc2c(c1)N(C(=O)CCC(=O)NCc1cccc(Cl)c1)CC(C)O2 (centres undefined)	0.2	-0.5	nt	-5.3	-0.3	2.0	102.0	-1.4	nt	14.0
O=C(Nc1nc2ccccc2s1)c1ccc2c(c1)OCO2	0.1	-3.1	-4.3	-4.2	5.1	-13.2	94.0	-19.6	2.0	5.1
COc1ccc2c(=O)c(-c3nc(C)cs3)coc2c1	-0.3	-6.0	-12.8	-1.4	6.4	-26.9	95.0	-15.4	-6.4	0.2
CCOC(=O)N1CCC(NC(=O)C2CCN(c3ccc(N4CCOCC4)nn3)CC2)CC1	0.1	6.3	-5.1	nt	0.5	-2.5	106.0	-3.0	0.4	-0.7
CCc1nnc(NC(=O)CSc2nc3ccc(OC)cc3[nH]2)s1	-0.4	0.0	8.6	-4.5	5.1	5.3	100.0	2.2	2.3	-1.5
C=CCn1c(SCn2nnc3ccccc3c2=O)nc2scc(-c3cccs3)c2c1=O	0.2	0.3	-1.7	-5.7	5.5	5.3	91.0	-0.6	1.7	-0.9
O=C(CNC(=O)c1ccc(F)cc1)N/N=C/c1ccc(O)c([N+](=O)[O-])c1	0.3	-2.3	-4.3	-3.3	-0.2	7.4	102.0	-2.2	5.7	4.2
CC(C)N1CC2=C(C1=O)C(c1ccc(O)cc1)NC(=O)N2C (centres undefined)	0.0	4.5	-4.8	6.7	-1.2	2.3	103.0	0.6	9.9	1.2
CC12CCC(C(=O)NCC3CCCO3)(OC1=O)C2(C)C (centres undefined)	-0.2	0.0	-5.8	-0.8	3.1	2.4	101.0	2.0	3.0	3.9
O=C(Cn1nnc(-c2ccccc2)n1)NCc1ccccc1	-0.1	0.1	4.8	-5.2	-1.2	6.8	101.0	0.1	-0.1	-3.0
O=C(NCCCN1CCOCC1)C(=O)NCC1OCCN1S(=O)(=O)c1ccc(F)cc1 (centres undefined)	1.3	-0.3	-3.7	-2.6	2.4	-1.4	102.0	3.7	13.1	-2.1
Cc1ccc(N2CCCC2=O)cc1S(=O)(=O)N1CCOCC1	0.3	-0.3	4.2	-5.2	2.5	3.9	96.0	4.4	-4.5	-6.0
COc1cc(/C(C)=N/NC(=O)C(O)(c2ccccc2)c2ccccc2)ccc1O	-0.2	0.1	-3.3	-0.7	-3.8	-1.7	102.0	0.1	-1.4	-0.9
CC1CCCCN1S(=O)(=O)c1ccc2[nH]c(=O)cc(C(=O)NCCCN3CCCCCC3)c2c1 (centres undefined)	-0.2	0.6	20.4	-15.7	5.4	6.2	99.0	-0.7	-1.0	0.1
OC1(c2ccc(OC(F)F)cc2)CSC(=Nc2cccnc2)N1Cc1ccco1 (centres undefined)	1.3	0.9	22.2	-4.0	-7.1	-15.6	85.0	-2.7	-0.7	10.4
Cc1ccc(NC(=S)NN(C)c2nc(C)cnc2C)cc1	-0.1	4.3	5.3	-9.4	0.7	3.0	100.0	0.9	-2.6	-6.8
COc1ccc([C@H]2CC(=O)C=C(c3ccc(CO)cc3)C2)cc1	0.3	-1.2	-3.3	7.0	-6.2	10.2	95.0	3.1	-1.2	30.1
CCc1c(C)[nH]c(C(=O)OCc2ccccc2)c1C	1.4	-1.3	9.7	1.2	5.7	-10.3	96.0	0.5	0.6	4.0
O=C(/C=C/c1ccc2c(c1)S(=O)(=O)N(Cc1ccccc1)[C@H]2CC(=O)N1CCOCC1)N1CCOCC1	0.2	1.8	13.0	-3.0	8.6	4.2	99.0	0.5	?	-7.7
S=c1[nH]nc(-c2ccc(Cl)cc2Cl)n1-c1ccc(Cl)cc1	0.0	0.8	-2.4	-4.7	-2.2	-1.8	101.0	0.8	0.5	-0.8
COc1ccc(NC(=O)Nc2ccc(C)cc2Br)c(OC)c1	-0.1	1.8	9.3	4.5	1.2	2.5	98.0	-0.9	7.7	0.1
Cc1ccc(S(=O)(=O)Nc2ccccc2C(O)c2ccccc2)cc1 (centres undefined)	0.0	0.9	9.4	-1.3	-5.4	-10.5	97.0	0.2	-8.7	-15.6
